# Shn3 3UTR inh – reduction of Shn3 3'UTR firefly luciferase signal, primary screen, Schnurri-3 inhibitor project, cell-based, Clone20 osteoblasts, set 2; AID 588674, 2011; hit rate 0.52% among 360,000; inhibition, % at 12.5 µM; Clone20 osteoblast Shn3 3'UTR firefly luciferase, 24 h;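 active = mean inhibition of at least 75% with every replicate also reaching 75%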;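 also: 0% = median of neutral control wells and 100% = pilot-screen positive control compound; some compounds past the cut are filed as inactive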
# NR2E3 ag-1 – inhibitors of NR2E3-RetCOR corepressor binding, primary screen, NR2E3 agonist project, biochemical, TR-FRET, GST-NR2E3, biotin-RetCOR; Photoreceptor-specific nuclear receptor (Homo sapiens), Q9Y5X4; 1536-well; inhibition of corepressor binding, % at 4.78 µM; hit rate 0.12% among 320,000; AID 2300, 2010;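 active = percent inhibition above the cutoff of mean plus 3 SD of all tested compounds, set per screening campaign, cut at about 20% in these data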;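 also: 0% = DMSO wells and 100% = biotin wells as full block of FRET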
#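 system = GST-tagged NR2E3 plus biotinylated RetCOR corepressor | input = 1.35 nM GST-NR2E3 | also added = 7 nM biotin-RetCOR | schedule = 5 h incubation at 4 °C | measured by = TR-FRET with europium anti-GST and streptavidin-D2, 340 nm excitation | read-out = percent loss of FRET ratio relative to control wells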
# m5-HT2A agonist – mouse Htr2a agonists via beta-arrestin recruitment, primary screen, cell-based, luminescence; 5-hydroxytryptamine receptor 2A (Mus musculus), P35363; CHO-K1 mHTR2A beta-arrestin complementation; percent of 30 µM serotonin response; activation, % at 7.6 µM; hit rate 0.66% among 360,000;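 active = activation above a run cutoff, the mean activation of all tested compounds plus 3 SD, cut at about 14% in these data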;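 also: 0% = plate median of compound wells and 100% = 30 µM serotonin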
# Target sequence (P35363 whole entry, looked up): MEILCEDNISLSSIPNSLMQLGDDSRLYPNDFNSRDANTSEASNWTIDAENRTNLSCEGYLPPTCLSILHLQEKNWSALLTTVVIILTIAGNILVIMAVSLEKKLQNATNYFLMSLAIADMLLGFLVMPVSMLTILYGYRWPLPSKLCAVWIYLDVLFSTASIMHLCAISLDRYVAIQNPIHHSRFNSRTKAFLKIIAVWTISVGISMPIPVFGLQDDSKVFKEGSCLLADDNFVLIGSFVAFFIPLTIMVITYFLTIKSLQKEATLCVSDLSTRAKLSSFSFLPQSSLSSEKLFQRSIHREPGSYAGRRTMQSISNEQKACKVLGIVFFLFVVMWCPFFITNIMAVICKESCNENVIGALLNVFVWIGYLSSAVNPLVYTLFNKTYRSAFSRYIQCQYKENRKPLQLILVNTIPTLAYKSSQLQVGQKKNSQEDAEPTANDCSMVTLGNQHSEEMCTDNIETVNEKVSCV
# H9c2 protect – cardioprotection against H2O2-induced cell death, primary screen, uHTS, H9c2 cells, ATPLite luminescence | protection from H2O2 cell death, % at 20 µM | AID 588492, 2011 | hit rate 0.63% among 360,000 | H9c2 cardiomyocytes, H2O2 injury protection, 2 h;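 active = compounds giving at least 50% protection of heart cells from peroxide-induced death in the single-dose screen, raw or plate-pattern-corrected value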;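 also: 0% = DMSO wells with peroxide and 100% = DMSO wells without peroxide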
# PDI inh – inhibitors of human PDI, primary screen, biochemical, turbidity, single point, plate reader; Protein disulfide-isomerase (Homo sapiens), P07237; PDI insulin aggregation turbidity, A650, 90 min; inhibition, % at 10 µM; hit rate 0.052% among 350,000; AID 588391, 2011;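 active = mean inhibition across replicates of 30% or more, whatever share of single replicates reach that level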;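 also: absorbance from insulin aggregation driven by PDI reduction with DTT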
# Target sequence (P07237 whole entry, looked up): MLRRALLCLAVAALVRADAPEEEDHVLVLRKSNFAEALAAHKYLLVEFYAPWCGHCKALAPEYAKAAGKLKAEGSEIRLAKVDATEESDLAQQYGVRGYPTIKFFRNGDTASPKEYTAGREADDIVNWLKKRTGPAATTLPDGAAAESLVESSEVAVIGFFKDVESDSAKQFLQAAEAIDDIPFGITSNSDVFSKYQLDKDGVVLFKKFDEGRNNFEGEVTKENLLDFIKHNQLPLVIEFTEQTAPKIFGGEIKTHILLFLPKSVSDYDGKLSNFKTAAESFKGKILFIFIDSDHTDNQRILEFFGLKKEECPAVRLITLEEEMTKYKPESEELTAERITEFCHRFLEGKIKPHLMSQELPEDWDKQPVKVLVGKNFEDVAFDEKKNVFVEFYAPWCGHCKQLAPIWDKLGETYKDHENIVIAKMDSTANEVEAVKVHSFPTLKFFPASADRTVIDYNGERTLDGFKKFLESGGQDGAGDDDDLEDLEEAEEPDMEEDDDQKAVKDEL
# CaV13 ICDI inh – Primary screen for inhibitors of IQ motif and Ca2+-dependent inactivation inhibitor domain binding in CACNA1D, Förster resonance energy transfer in living cells, …. hit rate 0.098% among 340,000. HEK cells, CFP/YFP FRET ICDI-IQ, plate reader, 10 min; percent FRET-ratio fall versus neutral wells. AID 743397. inhibition, % at 12.3 µM;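 active = mean replicate inhibition of at least 30% and at least 1% of replicates passing that level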;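 also: 0% = median of the neutral control wells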
# Peg3 prom inh – Peg3 promoter-driven luciferase inhibitors, primary screen, cell-based, HeLa, luciferase luminescence; HeLa PEG-Prom luciferase reporter, overnight; inhibition, % at 20 µM; hit rate 1.7% among 360,000; AID 588405, 2011;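 active = inhibition of at least 50% at 20 µM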
# HIF-2a block – HIF-2a reporter inhibitors, primary screen, luminescence, 786-0 RCC cells; 786-0 RCC cells HIF-2a reporter, luciferase luminescence, overnight; inhibition, % at 18.8 µM; hit rate 0.72% among 360,000;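 active = inhibition of the luminescence signal of 40% or more relative to plate controls, in a single-dose primary screen at 18.75 µM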
# hiPSC survival – enhancers of single-cell hiPSC survival, primary screen, ATPlite luminescence; survival enhancement, % at 20 µM; 100% = ROCK inhibitor wells, 0% = DMSO; AID 602274, 2012; hit rate 0.044% among 360,000; in the data active = survival enhancement above about 18%;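 also: cells exposed to compounds for 16 hours before the ATP read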
# TRPM1 prom inh – inhibitors of MITF-dependent TRPM1 promoter reporter, primary screen, cell-based, SK-MEL-5, single point, luciferase. inhibition, % at 12.5 µM. hit rate 0.83% among 330,000. SK-MEL-5 TRPM1 promoter luciferase, 24 h. AID 488899, 2010;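 active = mean inhibition across replicates of 60% or more, whatever share of single replicates reaches that level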; also: values of inactives mirror those of a sister screen read the other way
# NR2E3 ag-2 – NR2E3 agonists in two-hybrid cells, primary screen, cell-based, luminescence, CHO-S, Gal4-NCOR/VP16-NR2E3; Photoreceptor-specific nuclear receptor (Homo sapiens), Q9Y5X4; hit rate 0.35% among 360,000; AID 602229, 2012; inhibition of corepressor binding, % at 3.98 µM; luciferase;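 active = inhibition above the mean of all tested compounds plus 3 SD, cut at about 70% in these data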;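 also: 0% = DMSO with NR2E3 transfected cells and 100% = cells lacking NR2E3 construct; higher means lower luciferase signal from less NR2E3 corepressor binding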
# The depositor's hits bear a star; i = inactive; nt = no result given.
SMILES,Shn3 3UTR inh,NR2E3 ag-1,m5-HT2A agonist,H9c2 protect,PDI inh,CaV13 ICDI inh,Peg3 prom inh,HIF-2a block,hiPSC survival,TRPM1 prom inh,NR2E3 ag-2
Cc1ccc(/C=N/NC(=O)CN2CCN(Cc3ccccc3)CC2)o1,-17,-4,-6,4,-3,5,9,17,0.1,10,14
Cc1ccc(OCc2nnc(SCc3cc(=O)[nH]c4ccccc34)n2-c2ccccc2)cc1,10,-5,2,4,-9,-3,20,33,0.6,22,-77
COc1ccc(C(=O)c2c3ccccc3[n+]([O-])n2CCC(N)=O)cc1,-25,3,4,-1,7,-10,-18,-24,0.7,1,-69
Cc1cc2c(n1-c1ccc(Cl)cc1)CC(C)(C)CC2=O,9,-4,-8,-1,-11,-10,4,-4,-2.2,15,-11
COC(=O)c1ccc(CNC(=O)C(Cc2ccccc2)NC(=O)c2ccccc2)cc1 (configuration not stated),14,nt,4,18,-3,-5,0,10,0.9,nt,0
Cc1cc(NC(=O)c2sc3ccccc3c2O)no1,-76,nt,-5,-3,-14,-5,-231,-222,0.7,-13,-132
COC(=O)Cn1c(O)c(N=NC(=O)c2ccc3c(c2)OCO3)c2ccccc21,-37,0,1,-16,-2,1,-97,-52,-4.3,-8,-8
O=c1cc(CSc2nnc(-c3cccnc3)n2-c2ccccc2F)nc2sccn12,-30,3,1,20,-7,-9,15,-5,2.5,5,10
Cc1cc(C(=O)NNC(=O)CCCOc2ccccc2)c(C)o1,8,0,2,-2,2,-6,-16,7,1.5,8,-5
O=C(COC(=O)c1ccc(Cl)nc1)NCc1cccs1,-4,-1,3,-2,4,0,10,12,1.1,8,-15
Cc1oc(-c2ccc(Cl)cc2)cc1C(=O)/C(C#N)=C/Nc1ccccc1,6,1,-2,-1,6,-5,21,21,0.4,-2,-30
O=C(NCCCN1CCOCC1)C(=O)NCC1CCCO1 (configuration not stated),12,0,-1,3,-3,-2,4,5,-2.8,3,-26
COc1ccc(Cc2nc3ccccc3[nH]c2=O)cc1,19,6,3,-2,6,-7,-1,0,-0.2,8,5
CC(=O)Cc1nsc(NC(=O)c2ccc(COc3ccccc3C)o2)n1,-15,1,14,-1,-5,-4,-10,-12,1.9,12,-13
COC(=O)C1=C(C)NC(C)=C(C(=O)OC)C1c1ccc(OC(=O)c2oc3ccccc3c2C)c(OC)c1,20,4,-3,-10,6,-4,-6,16,-0.9,-8,-30

# Taken from the entries so far for reference:
SMILES,Shn3 3UTR inh,NR2E3 ag-1,m5-HT2A agonist,H9c2 protect,PDI inh,CaV13 ICDI inh,Peg3 prom inh,HIF-2a block,hiPSC survival,TRPM1 prom inh,NR2E3 ag-2
Cc1ccc(OCc2nnc(SCc3cc(=O)[nH]c4ccccc34)n2-c2ccccc2)cc1,10,-5,2,4,-9,-3,20,33,0.6,22,-77
COc1ccc(C(=O)c2c3ccccc3[n+]([O-])n2CCC(N)=O)cc1,-25,3,4,-1,7,-10,-18,-24,0.7,1,-69
Cc1cc2c(n1-c1ccc(Cl)cc1)CC(C)(C)CC2=O,9,-4,-8,-1,-11,-10,4,-4,-2.2,15,-11
COC(=O)c1ccc(CNC(=O)C(Cc2ccccc2)NC(=O)c2ccccc2)cc1 (configuration not stated),14,nt,4,18,-3,-5,0,10,0.9,nt,0
Cc1cc(NC(=O)c2sc3ccccc3c2O)no1,-76,nt,-5,-3,-14,-5,-231,-222,0.7,-13,-132
COC(=O)Cn1c(O)c(N=NC(=O)c2ccc3c(c2)OCO3)c2ccccc21,-37,0,1,-16,-2,1,-97,-52,-4.3,-8,-8
O=c1cc(CSc2nnc(-c3cccnc3)n2-c2ccccc2F)nc2sccn12,-30,3,1,20,-7,-9,15,-5,2.5,5,10
Cc1cc(C(=O)NNC(=O)CCCOc2ccccc2)c(C)o1,8,0,2,-2,2,-6,-16,7,1.5,8,-5
O=C(COC(=O)c1ccc(Cl)nc1)NCc1cccs1,-4,-1,3,-2,4,0,10,12,1.1,8,-15
Cc1oc(-c2ccc(Cl)cc2)cc1C(=O)/C(C#N)=C/Nc1ccccc1,6,1,-2,-1,6,-5,21,21,0.4,-2,-30
O=C(NCCCN1CCOCC1)C(=O)NCC1CCCO1 (configuration not stated),12,0,-1,3,-3,-2,4,5,-2.8,3,-26

# (cont.)
SMILES,Shn3 3UTR inh,NR2E3 ag-1,m5-HT2A agonist,H9c2 protect,PDI inh,CaV13 ICDI inh,Peg3 prom inh,HIF-2a block,hiPSC survival,TRPM1 prom inh,NR2E3 ag-2
Cc1cccc(-n2nnc(C(=O)NCc3ccccc3Cl)c2N)c1,15,-2,-1,5,2,28,-25,-70,-0.1,-3,-21
CCN1CCN(C(=O)CS(=O)(=O)Cc2nc(-c3ccccc3C)oc2C)CC1,13,1,7,0,14,-3,4,0,0.3,-2,9
O=C(COC(=O)/C=C/c1ccc(Cl)cc1Cl)NCc1ccco1,-9,-1,0,-4,6,-4,1,11,-0.4,1,-9
COc1ccc(NC(=O)CCN2C(=O)C3C4CCC(C4)C3C2=O)cc1 (configuration not stated),-15,1,-3,10,2,-3,-7,-19,1.7,-6,-29
Cc1ccccc1NCCC(=O)Nc1ccc(Cl)cc1,-26,-3,-6,-10,-7,-4,-81,-100,-0.2,-20,-42
COC(=O)C1CCN(S(=O)(=O)Cc2ccccc2)CC1,28,2,1,0,1,-8,9,-12,-1.9,5,3
Cc1cccc(S(=O)(=O)Nc2ccc(-n3c(C)nc4ccccc4c3=O)cc2)c1,9,-2,0,13,-1,-7,2,-6,-0.3,-11,-4
Cc1ccc2[nH]c(=O)c(CN(Cc3cccs3)C(=S)NCc3ccco3)cc2c1,22,-2,1,-16,-6,-3,30,15,-0.9,-23,-2
COc1ccc(NC(=S)N2CCC(C(=O)N3CCCCCC3)CC2)cc1,3,3,-2,-4,6,-4,0,5,-0.7,-4,16
N#Cc1sc2nc(-c3cccs3)cc(-c3ccc(Cl)cc3)c2c1N,-2,3,2,-9,-7,-18,-22,-2,-1.7,-54,10
CC(=O)N1c2ccc(S(=O)(=O)NCC3CCC(C(=O)NC4CCC(C)CC4)CC3)cc2CC1C (configuration not stated),50,0,1,-4,5,-16,-10,9,-0.1,8,13
CN(CCc1ccccn1)C(=O)c1cc(COc2ccc(F)cc2F)on1,-8,0,-7,-2,-1,-10,-12,3,0.1,0,43
Cc1ccc(-c2csc3ncn(CC(=O)NCC(c4ccco4)N4CCCC4)c(=O)c23)cc1 (configuration not stated),0,2,-3,20,-11,-5,0,-1,-0.6,3,-2
O=C(Nc1ccccc1-c1ccccc1NC(=O)c1ccco1)c1ccco1,7,1,-1,9,4,-7,11,21,0.0,7,0
CCOC(=O)c1sc(NC(=O)c2cccc(S(=O)(=O)N3CCN(C)CC3)c2)cc1C,-21,-3,-5,1,14,-1,14,13,-2.8,-1,-12

# Rewritten with two lines to a compound: two of the compounds above.
# Order of values – Shn3 3UTR inh, NR2E3 ag-1, m5-HT2A agonist, H9c2 protect, PDI inh, CaV13 ICDI inh, Peg3 prom inh, HIF-2a block, hiPSC survival, TRPM1 prom inh, NR2E3 ag-2
- CC(=O)N1c2ccc(S(=O)(=O)NCC3CCC(C(=O)NC4CCC(C)CC4)CC3)cc2CC1C (configuration not stated)
    50, 0, 1, -4, 5, -16, -10, 9, -0.1, 8, 13
- CN(CCc1ccccn1)C(=O)c1cc(COc2ccc(F)cc2F)on1
    -8, 0, -7, -2, -1, -10, -12, 3, 0.1, 0, 43

# The list goes on:
SMILES,Shn3 3UTR inh,NR2E3 ag-1,m5-HT2A agonist,H9c2 protect,PDI inh,CaV13 ICDI inh,Peg3 prom inh,HIF-2a block,hiPSC survival,TRPM1 prom inh,NR2E3 ag-2
Cc1cn(CC(=O)NCC2CCCO2)c(=O)[nH]c1=O (configuration not stated),-8,nt,5,6,3,-8,-10,10,1.5,0,7
O=C(O)c1cc([N+](=O)[O-])c(NCCC2=CCCCC2)c([N+](=O)[O-])c1,-17,3,4,2,-4,-2,5,8,-0.1,1,-4
CCCNC(=O)CCCN1C(=O)c2ccccc2Sc2ncccc21,8,-1,-2,-2,0,-4,7,16,0.6,4,3
CCC(C(=O)NC1CCCC1)N(C(=O)Cn1nnc(-c2ccc(C)o2)n1)c1ccc(F)cc1 (configuration not stated),6,nt,2,4,-6,-5,2,6,0.4,-2,-30
Cc1cnc(C(=O)OCC(=O)Nc2cc(S(=O)(=O)N3CCCCC3)ccc2Cl)cn1,-12,-3,4,1,-8,-6,5,12,-2.0,4,-16
C=CCNC(=O)c1ccc2c(=O)n(Cc3ccccc3OC)c(=S)[nH]c2c1,6,2,4,1,5,-19,20,15,0.6,2,15
CCCOc1ccc(/C=N/Nc2cccc([N+](=O)[O-])c2)c(O)c1,-26,-4,6,-10,-13,-6,-283,-265,-1.0,-80,-90
CCOC(=O)c1cnn(-c2ccc([N+](=O)[O-])cc2)c1N,1,-1,4,0,-1,-19,-57,-39,0.0,-24,-35
O=c1oc2ccccc2c(Nc2cccc3ccccc23)c1[N+](=O)[O-],9,-4,-7,-18,4,nt,23,-5,0.1,3,50
CC(=O)Nc1ccc(C(=O)OCC(=O)N2CCN(C(=O)c3ccco3)CC2)cc1,-1,3,6,-3,4,-5,-2,6,-0.3,-9,30
c1ccc2[nH]c(NCCCN3CCOCC3)nc2c1,0,-1,-2,6,0,-5,2,-2,-2.5,i,-18
CCc1ccc(CN(C)C(=O)C2CCC(=O)N(Cc3cccc(OC)c3)C2)nc1 (configuration not stated),-3,-5,6,-1,0,-2,9,4,0.0,13,8
CCn1c2ccccc2c2cc(NC(=O)COc3ccc(OC)cc3)ccc21,-12,3,-3,-5,8,-5,3,1,-2.0,6,-7
FC(F)Oc1ccc(-n2cc(-c3ccc(Cl)cc3)[n+]3c2CCCCC3)cc1,12,1,-2,-8,8,-13,9,18,-0.2,9,-3
COc1ccccc1OCc1ccc(C(=O)NCC2CCCO2)o1 (configuration not stated),-2,4,-1,4,-2,-6,2,3,2.3,9,-7
CCCCc1c(-c2ccccc2OC)ncn1Cc1ccc(Cl)cc1,nt,nt,-9,nt,nt,-11,nt,-6,-0.2,nt,5
CCCCN1CC[C@H]2C=CC[C@@H](C(=O)N3CCN(c4ccccc4)CC3)[C@H]2C1=O,17,4,4,-7,0,-10,6,5,3.9,-2,-54
Cc1n[nH]c(=O)nc1N1CCN(c2ccccc2)CC1,-4,2,-4,4,11,-5,-5,-14,1.0,2,0

# Source: PubChem
